Source: PubChem BioAssay
hK5 inh: human KLK5 protease inhibitors, primary screen, biochemical, 1536-well | 210,000 compounds, 0.59% hits | recombinant hK5, fluorogenic AMC substrate cleavage | inhibition, % at 5 µM | Kallikrein-5 (Homo sapiens), Q9Y337 | AID 873, 2007;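 active means inhibition of 40% or more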;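 further: 0% = enzyme controls without compound and 100% = no-enzyme blanks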
Target sequence (Q9Y337 67-293 limits assumed): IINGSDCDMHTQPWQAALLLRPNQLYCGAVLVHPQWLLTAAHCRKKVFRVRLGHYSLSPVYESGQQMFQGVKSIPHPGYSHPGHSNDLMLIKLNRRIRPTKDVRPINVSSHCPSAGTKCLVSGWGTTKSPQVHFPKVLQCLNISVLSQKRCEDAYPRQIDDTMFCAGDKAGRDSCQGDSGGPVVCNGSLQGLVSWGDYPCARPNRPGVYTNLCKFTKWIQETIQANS
FXIa inh: human FXIa protease inhibitors, primary screen, biochemical, 1536-well | Coagulation factor XI (Homo sapiens), P03951 | 220,000 compounds, 0.14% hits | purified FXIa, Boc-Glu-Ala-Arg-AMC fluorogenic substrate | inhibition, % at 5 µM | AID 798, 2007;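 active means inhibition of at least 40%; inactive means inhibition below 40%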;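 further: fluorescence of freed AMC excited at 355 nm; 0% = enzyme without compound and 100% = no enzyme blank; many of its hits are not listed in these tables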
14-3-3 Bad inh: inhibitors of 14-3-3 zeta/Bad binding, primary screen, biochemical, TR-FRET, bovine 14-3-3 zeta; inhibition, % at 21.7 µM; AID 781, 2007; 220,000 compounds, 0.71% hits; TR-FRET 14-3-3zeta/Dy647-pBad peptide displacement, 1 h; 14-3-3 protein zeta/delta (Bos taurus), P63103;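 active means inhibition above about 70%, limit read from the data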;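 further: 0% = full 14-3-3 plus peptide FRET controls and 100% = background without 14-3-3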
Target sequence (P63103 whole entry, looked up): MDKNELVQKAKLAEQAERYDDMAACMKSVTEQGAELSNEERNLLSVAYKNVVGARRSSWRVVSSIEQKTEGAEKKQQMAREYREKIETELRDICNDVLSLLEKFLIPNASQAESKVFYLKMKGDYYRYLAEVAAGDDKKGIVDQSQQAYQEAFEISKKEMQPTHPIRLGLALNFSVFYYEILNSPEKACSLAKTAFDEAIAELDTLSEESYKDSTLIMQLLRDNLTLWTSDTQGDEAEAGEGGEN
Wee1 stabilizer: Wee1 degradation inhibitors, primary screen, cell-based, HeLa, Wee1K328M-luciferase, luminescence | HeLa Luc-Wee1K328M stability; 100% = proteasome inhibitor MG132 effect | reporter increase, % at 5 µM | 220,000 compounds, 1.2% hits | AID 1321, 2008;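 active means activation above the mean of all tested compounds plus 3 SD, set per screening run, cut at about 8.8% in these data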;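 further: cells exposed to compound for 20 h before luminescence read; 0% = DMSO alone and 100% = MG132 at 30 µM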
FXIIa inh 1536: human FXIIa protease inhibitors, primary screen, biochemical, 1536-well | Coagulation factor XII (Homo sapiens), P00748 | purified FXIIa, Boc-QGR-AMC fluorogenic substrate, 2 h | inhibition, % at 5 µM | 220,000 compounds, 0.3% hits | AID 800, 2007; in the data active means inhibition above about 40%;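 further: 0% = enzyme with no compound and 100% = blank without enzyme; many of its hits are not listed in these tables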
Target sequence (P00748 20-372 limits assumed): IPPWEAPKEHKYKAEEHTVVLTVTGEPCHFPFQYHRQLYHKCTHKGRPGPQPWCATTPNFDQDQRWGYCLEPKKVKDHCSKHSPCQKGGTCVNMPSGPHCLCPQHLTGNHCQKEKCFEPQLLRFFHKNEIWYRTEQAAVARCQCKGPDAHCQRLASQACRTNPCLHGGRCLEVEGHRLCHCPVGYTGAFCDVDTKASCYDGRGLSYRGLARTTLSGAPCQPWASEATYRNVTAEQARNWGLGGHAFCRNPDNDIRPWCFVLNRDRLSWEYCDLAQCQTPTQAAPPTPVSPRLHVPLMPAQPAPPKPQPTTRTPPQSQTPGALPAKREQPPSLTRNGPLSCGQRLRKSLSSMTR
Target sequence (P00748 373-615 limits assumed): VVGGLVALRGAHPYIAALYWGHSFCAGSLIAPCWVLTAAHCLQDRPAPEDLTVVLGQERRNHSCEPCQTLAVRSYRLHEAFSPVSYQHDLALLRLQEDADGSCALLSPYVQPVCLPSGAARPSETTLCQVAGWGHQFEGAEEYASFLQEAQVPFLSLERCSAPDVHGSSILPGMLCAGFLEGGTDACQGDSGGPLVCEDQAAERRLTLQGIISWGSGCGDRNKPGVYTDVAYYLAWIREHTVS
Thrombin inh: human alpha-thrombin inhibitors, primary screen, counter-screen for coagulation protease inhibitor project, biochemical, 1536-well, fluorogenic AMC substrate; Prothrombin (Homo sapiens), P00734; 220,000 compounds, 0.26% hits; inhibition, % at 5 µM; Boc-VPR-AMC fluorogenic substrate cleavage;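 active means inhibition at or above 40%; inactive means inhibition below 40%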;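 further: 0% = enzyme with no compound and 100% = wells without enzyme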
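System – human alpha-thrombin protein · Reagent – Boc-VPR-AMC substrate, 15 µM final · Compound – 5 µM single dose in 0.2% DMSO · Schedule – reaction at room temperature · Technique – AMC fluorescence at 355 nm excitation and 460 nm emission · Read-out basis – % inhibition relative to enzyme controls and enzyme-free blanks · Control set – no-compound enzyme wells and no-enzyme blanks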
Hck Nef HTS: inhibitors of Nef-activated human Hck kinase, primary screen, biochemical, Z-Lyte FRET, 384-well, Hck-YEEI | Recombinant Hck-YEEI plus Nef, Z-Lyte FRET kinase assay | inhibition, % at 20 µM | 220,000 compounds, 0.68% hits;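 active means Hck-Nef kinase inhibition above about 50%, limit read from the data; inactive means inhibition below that limit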;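 further: 0% = DMSO with Hck plus Nef and 100% = Hck alone without Nef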
Runt-SMMHC FRET: inhibitors of RUNX1 Runt–CBFb-SMMHC binding, primary screen, biochemical, FRET, Cerulean-Runt, Venus-CBFb-SMMHC, uHTS | Runt-related transcription factor 1 (Homo sapiens) + Core-binding factor subunit beta … | Cerulean-Runt/Venus-CBFb-SMMHC FRET ratio 530/480, 1 h | inhibition, % at 20 µM | 220,000 compounds, 0.74% hits;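 active means mean inhibition across duplicate retests at 20 µM reaching about 50%, limit read from the data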;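 further: 0% = DMSO wells and 100% = wells with excess untagged CBFb-SMMHC; inhibitors lower the FRET ratio by blocking Runt binding to CBFb-SMMHC; some results filed as inactive read as strong as hits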
Runt-CBFb FRET: inhibitors of RUNX1 Runt–CBFb binding, primary screen, biochemical, FRET, Cerulean-Runt, Venus-CBFb, uHTS; Runt-related transcription factor 1 (Homo sapiens) + Core-binding factor subunit beta …; Cerulean-Runt/Venus-CBFb FRET ratio 530/480, 1 h; inhibition, % at 20 µM; 220,000 compounds, 0.46% hits; AID 1496, 2009;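 active means inhibition over about 50% at 20 µM in the single-dose screen, limit read from the data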;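 further: 0% = DMSO wells and 100% = excess unlabeled CBFb competitor control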
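Measured by: fluorescence energy transfer, 422 nm excitation, 530/480 nm emission; test system: Cerulean-tagged RUNX1 Runt domain (FRET donor) fusion protein; buffer or medium: Tris pH 7.5 buffer with BSA; compound: one dose, 20 µM compound, 1% DMSO; times: two 1 h room-temperature incubations shielded from light; benchmarks: unlabeled CBFb 5 µM, positive control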
* marks the source's active call; other numbers are inactive results; nt = no result given; [ ] = another dose, or the depositor's remark.

SMILES	hK5 inh	FXIa inh	14-3-3 Bad inh	Wee1 stabilizer	FXIIa inh 1536	Thrombin inh	Hck Nef HTS	Runt-SMMHC FRET	Runt-CBFb FRET
N#Cc1c2c(c(NCCOCCO)n3c1nc1ccccc13)CCCC2	-1	-5	-4	-2	8	-23	15	85*	39
CC(=O)Nc1cccc(-n2nnc(SCC(=O)c3ccccc3)n2)c1	-1	0	-12	0	6	-5	6	1	1
O=C(NCCCOc1cccc(CN2CCCCC2)c1)c1ccc(Cl)c(Cl)c1	-18	3	7	-1	10	-3	1	3	-3
O=C(NCc1cccs1)c1cc2c(s1)CCCC2	-8	3	-1[fluorescence artefact?]	-3	7	1	-1	-3	-1
O=[N+]([O-])c1cc(C(F)(F)F)ccc1NCCCCNS(=O)(=O)c1ccc(Cl)cc1	-10	5	-3[fluorescence artefact?]	-3	9	-10	5	-6	-6
O=C(COc1ccccc1)Nc1ccccc1Cl	-13	-5	13	0	3	1	10	1	nt
CC(C)c1ccccc1NC(=O)COC(=O)C1(C)CC1(Cl)Cl (stereo not given)	-4	-6	0	2	1	5	19	2	1
O=C(COC(=O)C1CC2C=CC1C2)NCc1ccc(F)cc1 (stereo not given)	-8	4	-7[fluorescence artefact?]	-1	11	1	2	3	-2
COc1ccc(NC(=O)c2sc(SC)nc2N)cc1	6	-12	-8	-1	1	-8	8	-4	-2
S=c1[nH]nc(-c2ccco2)n1/N=C/C=C/c1ccccc1	2	5	-10	0	17	2	-1	16	12
COc1ccc(Cl)cc1NS(=O)(=O)c1ccc(OC)c(OC)c1	-11	-2	0	1	10	-3	12	-1	-3
O=C1CC(NN2CCCCC2)C(=O)N1c1ccccc1 (stereo not given)	-3	-4	-9	1	2	-3	-1	-1	2
O=C(CCN1C(=O)c2ccccc2C1=O)Nc1ccc(-c2nc3ccccc3o2)cc1	-1	0	10	0	11	1	8	-1	-1
O=[N+]([O-])c1ccc(-c2ccc(S(=O)(=O)NCCN3CCCC3)cc2)cc1	-3	1	23	5	8	-4	23	3	3
CC(C)C(=O)Nc1cccc(NC(=O)c2cccnc2)c1	6	2	-1	0	9	1	-1	-5	-1
CCN1CCN(Cc2c(O)ccc3c2O/C(=C\C=C\c2ccccc2)C3=O)CC1	-14	2	5	1	14	4	-5	-252	-44
Cc1cc(C)cc(NC(=O)NC2CCN(CC(=O)Nc3cccc(Cl)c3C)CC2)c1	1	-1	3	2	9	-1	6	1	-1
CCCS(=O)(=O)NCCc1csc(-c2ccc(OC)c(OC)c2)n1	-1	-2	-2	1	5	-8	9	0	1
O=C(COC(=O)c1ccc(NS(=O)(=O)c2ccc3c(c2)OCCO3)cc1)NCC1CCCO1 (stereo not given)	4	-5	1	4	-5	-5	0	-1	2
CCn1nnnc1-c1ccc(OC)c(S(=O)(=O)Nc2ccc(C(=O)OC)cc2)c1	-9	1	46	-2	8	-4	-9	-1	-1
CC1CCCC(C)N1/N=C/c1ccc(C(=O)O)cc1 (stereo not given)	-4	-5	-8	5	-3	-6	7	-1	1
COC(=O)c1cc(NS(=O)(=O)c2ccc(C(C)C)cc2)ccc1N1CCOCC1	1	2	-2	6	-1	-1	-3	-5	2
Cc1[nH]c(=O)[nH]c(=O)c1/C=N/NC(=O)CCNC(=O)OC(C)(C)C	-3	2	-4	1	4	0	18	4	2
O=C(COc1ccccc1/C=C\c1[nH]c(=O)[nH]c(=O)c1[N+](=O)[O-])Nc1ccccc1	nt	6	-21	1	12	1	17	-32	-12
CCOC(=O)c1ccc(N2C(=O)CC(NNC(=O)c3ccc(Br)s3)C2=O)cc1 (stereo not given)	-3	0	2	0	3	-12	-2	-5	-1
O=S1(=O)CC(O)C(Nc2ccccc2)C1 (stereo not given)	0	-6	17	-3	-10	-8	2	1	1
Cc1cccc(N(CC(=O)NC(C)(C)C)C(=O)CS(=O)CC(=O)Nc2ccc3c(c2)OCO3)c1 (stereo not given)	8	-5	-13	-3	3	2	15	0	-1
CCS(=O)(=O)Nc1ccc(Cc2ccncc2)cc1	-7	4	7	-2	13	5	9	-6	5
CCc1ccc2oc(-c3cc(N)ccc3O)nc2c1	-36	-5	-8	9.5*	13	2	1	-88	-27
COc1ccc(CCN2CC(C(=O)O)CC2=O)cc1OC (stereo not given)	-20	4	0	1	19	3	-1	0	0
COc1ccc(NC(=O)Nc2nnc(-c3ccccc3SCc3ccccc3)s2)cc1	-18	1	-1	0	18	0	-2	-1	1
N#CCC(=O)NNC(=S)NC(=O)C(c1ccccc1)c1ccccc1	-93	0	-14	5	11	5	26	4	2
COCCOC(=O)C1=C(C)NC(=O)NC1c1ccco1 (stereo not given)	-2	1	6	2	8	-2	11	-2	0
CCOC(=O)c1cc[nH]c1C	-13	-6	-6	-2	-1	-1	-34	3	5
O=C(NCCCN1CCCCCC1)C1CCCN(S(=O)(=O)c2cccc3nsnc23)C1 (stereo not given)	nt	1	2	0	6	-5	0	1	-2
COc1ccc([C@@H]2Sc3cc(OC)ccc3N(CCN(C(C)C)C(C)C)C(=O)[C@H]2OC(C)=O)cc1	-6	2	0	-1	8	0	8	-4	-3
COC(=O)c1ccc(CN2CCN(Cc3ccccc3)C(CCO)C2)cc1 (stereo not given)	nt	-4	-2	-3	3	-3	7	1	-1
COC(=O)C1C(O)C(C)C(O)C(C)(O)/C=C\C=C(/C)C(=O)Nc2c(C)c(OC(C)=O)c3c(c2O)C(=O)C(C)=C2OCOC(=C23)/C(C)=C/C(C)(O)C(O)C(C)C1O (stereo not given)	2	3	-6	-3	6	0	12	-15	-26
CC(C)n1nnnc1SCC(=O)NCCc1ccccc1	0	-5	8	-1	-5	-8	1	3	-1
CCN(C1CCCCC1)S(=O)(=O)c1ccc(S(=O)(=O)NCCc2ccncc2)cc1	-17	-1	-3	-1	20	2	6	3	-4

Of the compounds above, these have fluorine.
SMILES	hK5 inh	FXIa inh	14-3-3 Bad inh	Wee1 stabilizer	FXIIa inh 1536	Thrombin inh	Hck Nef HTS	Runt-SMMHC FRET	Runt-CBFb FRET
O=[N+]([O-])c1cc(C(F)(F)F)ccc1NCCCCNS(=O)(=O)c1ccc(Cl)cc1	-10	5	-3[fluorescence artefact?]	-3	9	-10	5	-6	-6
O=C(COC(=O)C1CC2C=CC1C2)NCc1ccc(F)cc1 (stereo not given)	-8	4	-7[fluorescence artefact?]	-1	11	1	2	3	-2

Entries above marked active in Runt-SMMHC FRET:
compound	hK5 inh	FXIa inh	14-3-3 Bad inh	Wee1 stabilizer	FXIIa inh 1536	Hck Nef HTS	Runt-SMMHC FRET	Runt-CBFb FRET
N#Cc1c2c(c(NCCOCCO)n3c1nc1ccccc13)CCCC2	-1	-5	-4	-2	8	15	85*	39

Following part
SMILES	hK5 inh	FXIa inh	14-3-3 Bad inh	Wee1 stabilizer	FXIIa inh 1536	Thrombin inh	Hck Nef HTS	Runt-SMMHC FRET	Runt-CBFb FRET
O=C(CSc1nc2ccc(Cl)cc2[nH]1)N1CCN(C(=O)c2ccco2)CC1	2	4	4	-2	12	-12	2	-2	6
C=CCNC(=S)NCCO	10	9	-4	1	8	1	0	-2	0
CC(=O)c1ccc(NS(=O)(=O)c2ccc(C(C)(C)C)cc2)cc1	14	0	11	1	6	1	10	-1	-3
CCCC(=O)Nc1cccc(Oc2nc(C)cc(C)c2C#N)c1	3	5	-1	-2	16	-1	0	6	-1
C/C(=N\N1CCN(Cc2ccccc2Cl)CC1)c1ccc(F)cc1	1	1	-1	0	5	-6	18	-3	-3
O=C(Nc1ccccc1)c1c2c(nc3ccccc13)CCCC2	-6	-4	1	-3	-3	-7	15	-2	-1
COc1ccc2c([N+](=O)[O-])c(Cl)[nH]c2c1	0	0	0	0	8	0	8	-1	2
COc1ccc(-n2c(=O)c3ccccc3c3ccccc3c2=O)cc1	2	19	13	2	20	-6	1	3	-2
COc1ccc(C2c3c(oc4ccccc4c3=O)C(=O)N2c2ccccn2)cc1 (stereo not given)	1	1	11	0	8	3	3	0	0
CSc1nnc(-c2ccccc2)c(-c2ccccc2)n1	-8	4	-5	8.9*	10	-5	6	-2	0
CCOC(=O)Cc1c(Cl)c2ccccc2[nH]c1=O	-6	-2	2	1	8	1	-2	-4	1
CC(OC(=O)C12CC3CC(CC(O)(C3)C1)C2)C(N)=O (stereo not given)	-5	-3	-7	-1	3	-10	3	-1	-1
COc1ccc(-c2cc(=O)[nH]c(=O)[nH]2)cc1	4	4	6	2	14	-1	-12	-4	-6
O=C(CCCN1C(=O)c2cccc3cccc(c23)C1=O)Nc1ccon1	2	4	-4	0	13	3	3	-1	-2
O=C1CCNc2ccc(-c3ccccc3)cc21	-9	3	-9	4	7	-1	-23	-146	60*
COP(=O)(CN(Cc1ccccc1)C(=S)Nc1c(C)cccc1C)OC	9	6	31	-1	13	13	17	0	1
Cc1ccc(S(=O)(=O)N2CCN(c3nc(C)c4c(c3C#N)CC(C)(C)OC4)CC2)cc1	12	3	13	-1	13	-3	-5	1	-1
CCOC(=O)N/N=C/c1ccc(F)cc1	23	2	-3	0	12	-2	0	-6	1
O=C(CN1C(=O)c2cccc([N+](=O)[O-])c2C1=O)N1CCN(c2ccc(F)cc2)CC1	-6	-8	-6	-2	0	-7	18	-2	-2
Cn1cc(CN2CCc3ccccc3C2)c2ccccc21	-5	6	-7	1	9	-3	0	2	2
O=C(c1ccc(NC2=NC3CS(=O)(=O)CC3S2)cc1)N1CCN(C(=O)c2ccco2)CC1 (stereo not given)	-16	0	0	-2	7	-4	-1	0	0
O=C(Cn1nc(C(F)(F)F)cc1C1CC1)Nc1ccccc1F	4	-1	-2	3	-3	-9	2	7	-2
O=C(Nc1ccc(F)cc1F)NC1CC(=O)N(Cc2ccccc2)C1 (stereo not given)	-1	-6	2	0	-7	-6	-10	-4	-1
CCOC(=O)N1CCC(NC(=O)CSCc2nc(-c3ccc(OC)c(OC)c3)oc2C)CC1	0	4	-9	-1	16	3	1	1	-3
CCCCC(=O)N1CCN(c2ccc(OC)cc2[N+](=O)[O-])CC1	-12	5	-26[fluorescence artefact?]	6	22	-1	4	-7	-4
CC(=O)Nc1ccc(S(=O)(=O)NCc2ccccn2)cc1	-5	3	6	-3	9	-2	1	3	-2
CCN(CC)c1cccc(OCC(=O)N(C)CCC#N)c1	-24	-2	-21	-1	8	-1	3	-6	-3
